Screening results as filed in PubChem.
Apaf-1 inh = inhibitors of human Apaf-1 apoptosome; reconstituted apoptosome caspase-3 activity, DEVD-Rh110 fluorescence; inhibition, % at 20 µM; 330,000 tested, 0.71% active; active = inhibition of at least 40% at 20 µM;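 note: plate controls were DMSO wells for no effect and DEVD-CHO caspase inhibitor wells for full effect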
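Material: cell-free apoptosome with Apaf-1, procaspase-3 and caspase-9; Buffer or medium: Hepes pH 7.5 with detergent and BSA; Reagent: cytochrome c trigger plus (Z-DEVD)2-Rh110 caspase-3 substrate; Times: compound with Apaf-1, dATP, procaspase-3 30 min, then 50 min reaction, room temperature; Technique: Rh110 fluorescence intensity.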
SENP8 block = blocks the human protease SENP8. Q96LD8. 330,000 tested, 1.2% active. inhibition, % at 10 µM. purified SENP8, Z-RLRGG-aminoluciferin cleavage, luminescence
Target sequence (Q96LD8 whole entry, looked up): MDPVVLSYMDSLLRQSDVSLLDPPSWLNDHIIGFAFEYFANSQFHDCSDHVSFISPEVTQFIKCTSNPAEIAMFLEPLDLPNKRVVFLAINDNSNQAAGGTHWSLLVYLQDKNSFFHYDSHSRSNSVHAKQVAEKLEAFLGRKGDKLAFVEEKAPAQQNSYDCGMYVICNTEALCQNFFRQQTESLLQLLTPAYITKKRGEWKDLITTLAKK
Jurkat NFkB inh = lowers PMA/ionomycin-induced NF-kB signal in Jurkat cells; PMA/ionomycin-induced NF-kB luciferase reporter, luminescence; inhibition, % at 4 µM; 330,000 tested, 0.53% active; AID 435003
CCR6 antagonist = CCR6 (human) receptor antagonism; CHO-K1 CCR6 PathHunter beta-arrestin, luminescence, CCL20-stimulated; inhibition, % at 20 µM; 340,000 tested, 0.49% active; AID 493098;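 active = compounds whose inhibition of the agonist-driven luminescence signal at 20 µM reaches about 50%, limit read from the data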;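 note: cells stimulated with CCL20 at 14 nM final; plate controls were DMSO with CCL20 for no effect and DMSO without agonist for full effect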
EBI2 block = EBI2 (human) antagonism; P32249; EBI2 beta-arrestin recruitment, luminescence, 7a,25-OHC stimulated; inhibition, % at 5 µM; 360,000 tested, 0.81% active; AID 651636; in the data active = inhibition above about 38%;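 note: enzyme fragment complementation signal reports receptor beta-arrestin coupling in cells; 0% = agonist plus DMSO wells and 100% = wells without agonist; some results beyond the cut were filed as inactive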
Target sequence (P32249 whole entry, looked up, the tested form may be a part): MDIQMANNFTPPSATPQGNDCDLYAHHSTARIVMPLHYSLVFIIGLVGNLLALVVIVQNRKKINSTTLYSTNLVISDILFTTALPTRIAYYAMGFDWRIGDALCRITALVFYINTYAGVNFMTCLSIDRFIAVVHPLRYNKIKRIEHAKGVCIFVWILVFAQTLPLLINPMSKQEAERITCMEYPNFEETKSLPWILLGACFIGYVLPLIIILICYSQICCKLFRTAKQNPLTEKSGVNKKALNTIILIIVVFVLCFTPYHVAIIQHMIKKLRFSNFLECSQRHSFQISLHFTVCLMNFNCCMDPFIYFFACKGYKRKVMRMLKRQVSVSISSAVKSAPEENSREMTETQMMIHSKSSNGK
UBC13 inh = blocks human UBC13 polyubiquitin chain formation | TR-FRET | inhibition, % at 20 µM | 330,000 tested, 0.47% active | AID 485273; in the data active = inhibition above about 45%, passing the limit was not always enough
Target sequence (P61088 whole entry, looked up): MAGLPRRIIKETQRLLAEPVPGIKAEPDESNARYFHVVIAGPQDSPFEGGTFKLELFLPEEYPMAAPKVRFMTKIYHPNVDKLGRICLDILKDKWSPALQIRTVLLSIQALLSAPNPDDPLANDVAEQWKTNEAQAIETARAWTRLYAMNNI
697 NFkB inh = lowers PMA/ionomycin-induced NF-kB signal in 697 B cells | 697 B-cell NF-kB luciferase reporter, 16 h | inhibition, % at 4 µM | 330,000 tested, 0.33% active | AID 435022; in the data active = inhibition above about 35%
Gli-Sufu block = antagonists of Gli-Sufu signaling | inhibition, % at 5 µM | 340,000 tested, 0.74% active | Sufu-KO-LIGHT fibroblasts, Gli luciferase reporter luminescence;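 active = inhibition above about 55%, limit read from the data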;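 note: 0% = DMSO-treated cells and 100% = wells with medium but no cells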
* hit, by the source's call; nt = no result given; & = joins results of further samples. Cut-off read from the data, not from the text of the source, unless noted: active = inhibition above about 50%; inactive = the rest.

SMILES	Apaf-1 inh	SENP8 block	Jurkat NFkB inh	CCR6 antagonist	EBI2 block	UBC13 inh	697 NFkB inh	Gli-Sufu block
CCOC(=O)c1[nH]c2ccc(OC)cc2c1NC(=O)N1CCOCC1	-5	-13	-11	0	-7	-2	-9	-1
CCCC(=O)N1CCN(Cc2ccc3c(c2)OCO3)CC1	3	-9	-4	6	4	0	-11	0
CCOC(=O)Nc1nc(C)c(C(=O)N(C)C)s1	-3	4	7	4	-5	10	30	-4
O=C(CSc1ncn[nH]1)Nc1nc(-c2cccc([N+](=O)[O-])c2)cs1	5	-5	0	18	-3	-1	19	8
Cc1cccc(C)c1NC(=O)CCS(=O)(=O)c1cccc2nonc12	2	6	-9	7	-10	-1	12	-11
Cc1cc(C(=O)Nc2nnc(C(F)(F)F)s2)cs1	-22	65*	-17	-2	-7	25	-53	-13
O=C(Nc1ccccc1)N1CCN(C2c3ccccc3-c3ccccc32)CC1	-3	6	7	-1	3	-1	4	1
CCOC(=O)C1CCCN(C(=O)Cn2nc(C)c3c(C)n(-c4ccccc4)nc3c2=O)C1 (stereo unspecified)	-8	9	5	10	-21	-1	-34	19
CC(C)CNC(=O)c1ccccc1NC(=O)CCSc1ccccc1	6	-5	5	15	-7	4	-11	13
CC(=O)c1ccc(NC(=O)CSc2nc3ccccc3c(=O)n2CCCN2CCOCC2)cc1	3	-6	-5	5	-2	-19	-6	2
COc1ccc(-c2noc(CCC(=O)Nc3cccc(C)c3)n2)cc1	6	9	-9	4	-3	7	21	-2
Cc1ccc(Cl)cc1N1CCN(S(=O)(=O)c2c(C)nc3scc(C)n3c2=O)CC1	35	5	6	9	12	5	-9	16
CCC(=O)Nc1nnc(S(=O)(=O)N(CC)c2cc(C)cc(C)c2)s1	8	5	9	7	-4	1	7	8
O=C(NC1CCCCC1)C(c1cc2c(cc1[N+](=O)[O-])OCO2)N1CCCCC1 (stereo unspecified)	15	-3	-17	nt	nt	-2	-6	nt
Cc1noc(C)c1COc1ccc(CC(=O)NCc2ccccc2)cc1	0	0	62*	13	-13	4	-58	39
COc1cccc(-c2nc(CS(=O)(=O)CC(=O)NCCc3cc(OC)ccc3OC)c(C)o2)c1	21	-2	7	7	7	-5	-25	-18
CCC1(O)CC(C(=O)OC)=NN1C(=O)c1ccccc1 (stereo unspecified)	-18	-5	3	1	-6	5	25	-1
COC(=O)c1ccc(N2CC3CNC(=O)C2(C(=O)OC)N3C)cc1 (stereo unspecified)	-7	2	-2	-9&2	-16&6	10	2	0&-10
Cc1cc(C)cc(NC(=O)Cc2ccc(-n3cccc3)cc2)c1	8	-1	7	2	-7	3	-32	6
CC(C)(C)NC(=O)C12CCC(C)(c3nc4ccccc4nc31)C2(C)C (stereo unspecified)	-10	0	7	5	2	18	7	7
O=C(COC(=O)c1cccc(Cl)c1)Nc1cc(Cl)ccc1Oc1ccccc1	15	-12	3	27	9	0	4	-25
COc1ccccc1-c1oc2ccccc2c1C#CCCCCO	13	-5	-14	14	-8	19	-28	3
COC(=O)C1=C(N)Oc2cc(C)[nH]c(=O)c2C1c1ccccc1OC (stereo unspecified)	-22	-1	-2	5	-17	12	9	8
COc1ccc(-c2cc(C3CCN(Cc4cccc(C(F)(F)F)c4)CC3)[nH]n2)cc1	11	-7	2	-22	55*	26	-28	41
CCNC(=O)C(=O)Nc1cc2c3c(c1)CCC(=O)N3CCC2	7	1	7	1	-12	-4	10	6
CC(=O)Nc1ccc(S(=O)(=O)N2CCCC(C(=O)N3CCN(c4ccccc4)CC3)C2)cc1 (stereo unspecified)	5	4	9	-5	-1	5	-3	24
CN(C)S(=O)(=O)Oc1ccccc1C(=O)Nc1cccc(C(F)(F)F)c1	13	-3	-5	10	1	6	-3	-1
Cc1ccc2c(c1)C(c1ccc(O)cc1)(c1ccc(O)cc1)C(=O)N2C	1	0	-5	-2	-9	-3	13	0
COc1ccc(OC)c(S(=O)(=O)N2Cc3ccccc3CC2C(=O)O)c1 (stereo unspecified)	-6	-4	21	-4	-14	-7	16	6
Cc1cc(-c2csc(NC(=O)c3ccc(S(=O)(=O)N(C)C)cc3)n2)c(C)n1-c1ccccc1	13	-4	8	26	-10	-11	-17	7
CC(C)(C)c1ccc(C(=O)Nc2ccc(Cl)cc2)cc1	3	7	-161	15	11	-11	-188	-72
COc1cc(C(=O)NC(CCSC)C(=O)OCC(=O)C(C)(C)C)cc(OC)c1OC (stereo unspecified)	-12	-4	6	-9	-5	2	17	8
COC(=O)c1ccccc1NC(=O)COc1ccc2c(c1)OCO2	9	-25	-7	3	7	3	-21	-8
Cc1ccc(C(=O)Nc2c(-c3cccs3)nc3cc(C)ccn23)cc1	1	-10	11	-8	6	8	5	-4
CC(=O)C1=C(O)C(=O)N(CO)C1c1ccccc1F (stereo unspecified)	-7	-5	-7	-1	-2	6	23	5
CCO[C@H]1OC(C(N)=O)=C[C@@H](C(C)(C)C)[C@@H]1CCCO	-2	-7	13	-7	1	-5	6	-9
Cc1ccc(S(=O)(=O)N(C)c2ccc(C(=O)NCc3cccnc3)cc2)cc1	5	-11	-9	5	-8	-6	-32	-11
CC(=O)Oc1ccc(C(=O)Nc2ccccc2C(=O)N2CCCCC2)cc1	0	-2	-5	-5	-9	16	7	-19
O=C(c1ccccc1)c1c[nH]c(C(=O)NCCCN2CCOCC2)c1	-7	-5	14	-13	4	13	8	8
CNS(=O)(=O)c1cccc(C(=O)OCC(=O)c2ccc(S(=O)(=O)N3CCCCC3)cc2)c1	23	-9	8	53*	19	-2	1	-4
CC(=O)Nc1cccc(NC(=O)CSc2ccc(-c3cccnc3)nn2)c1	-7	2	7	2	-5	-12	24	-4
CN(Cc1ccc(Cl)cc1)C(=O)c1ccc(S(=O)(=O)NCc2ccco2)cc1	-1	-4	7	4	3	18	-7	3
COc1ccc(C(=S)N2CCCCC2)cc1Br	9	-11	2	-6	4	-2	5	-4
C/C(=N\NS(=O)(=O)c1cccc([N+](=O)[O-])c1)c1cc2ccccc2o1	-7	4	-15	15	1	-3	10	10
COc1ccc(NC2CC(=O)N(c3cc([N+](=O)[O-])ccc3C)C2=O)cc1 (stereo unspecified)	9	-10	-2	4	-3	-12	7	7
COc1ccc(NC(=O)CSc2nnc(-c3cccnc3)o2)c(OC)c1	1	-15	-2	4	-11	-3	7	-8
CCOC(=O)c1c(NC(=O)CSc2nnc(CNC(=O)c3ccco3)n2C)sc2c1CCC2	8	-2	-6	2	-13	1	-11	-1
CC1CC(C)CN(S(=O)(=O)c2ccc(NC(=O)C3CSC4(C)CCC(=O)N34)cc2)C1 (stereo unspecified)	28	2	-3	3	-5	-3	-3	0

The last two compounds of the section above open the next one:
SMILES	Apaf-1 inh	SENP8 block	Jurkat NFkB inh	CCR6 antagonist	EBI2 block	UBC13 inh	697 NFkB inh	Gli-Sufu block
CCOC(=O)c1c(NC(=O)CSc2nnc(CNC(=O)c3ccco3)n2C)sc2c1CCC2	8	-2	-6	2	-13	1	-11	-1
CC1CC(C)CN(S(=O)(=O)c2ccc(NC(=O)C3CSC4(C)CCC(=O)N34)cc2)C1 (stereo unspecified)	28	2	-3	3	-5	-3	-3	0
CCC(Oc1ccccc1)C(=O)OCC(=O)N(CC)c1c(N)n(Cc2ccccc2)c(=O)[nH]c1=O (stereo unspecified)	0	1	8	-3	-3	-4	-4	3
COc1ccc(CNC(=O)CS(=O)Cc2nc(-c3ccc(OC)c(OC)c3)oc2C)cc1 (stereo unspecified)	-2	6	0	1	8	0	8	4
O=C(Nc1ccc(S(=O)(=O)N2CCCC2)cc1)Nc1ccc(F)cc1F	5	-3	0	13	-2	9	-7	-4
CCCC(C(=O)NCc1ccccc1)N(C(=O)Cn1nnc(-c2cccs2)n1)c1ccc2c(c1)OCCO2 (stereo unspecified)	8	-2	2	11	15	0	-5	-4
Cc1nc2c(C)cccc2cc1C(=O)N/N=C/c1ccc(O)cc1	-1	-5	20	-2	8	13	23	-8
O=C(O)c1ccc(-n2c(-c3ccccc3)n[nH]c2=S)cc1	-8	5	8	18	-19	4	1	1
COc1cccc(CN(C(=O)c2cccs2)C2CCS(=O)(=O)C2)c1 (stereo unspecified)	9	0	3	6	-2	-2	0	1
Cc1nnc2sc(SCc3ccccc3)nn2c1=O	-7	-6	1	nt	nt	-4	4	nt
Cc1n[nH]c(=S)n1/N=C/c1ccc(OCc2ccc(Cl)cc2)cc1	13	2	-90	20	-12	-6	-20	-8
O=C(CSc1nnc(CNC(=O)c2ccc(F)cc2)o1)NCC1CCCO1 (stereo unspecified)	-5	-2	7	3	-1	-1	-5	-5
COc1ncnc(-c2ccccc2)c1-c1ccccc1	-9	-2	-4	5	-7	6	2	-5
COc1ccccc1CCn1c(N)c(C#N)c2nc3ccccc3nc21	40*	23	22	21	-1	-15	16	4

Complete entries from above. Order of screens: Apaf-1 inh	SENP8 block	Jurkat NFkB inh	CCR6 antagonist	EBI2 block	UBC13 inh	697 NFkB inh	Gli-Sufu block
O=C(NC1CCCCC1)C(c1cc2c(cc1[N+](=O)[O-])OCO2)N1CCCCC1 (stereo unspecified) as listed: 15	-3	-17	nt	nt	-2	-6	nt
CCO[C@H]1OC(C(N)=O)=C[C@@H](C(C)(C)C)[C@@H]1CCCO as listed: -2	-7	13	-7	1	-5	6	-9

Further entries follow:
SMILES	Apaf-1 inh	SENP8 block	Jurkat NFkB inh	CCR6 antagonist	EBI2 block	UBC13 inh	697 NFkB inh	Gli-Sufu block
CC(C)(C)c1csc(NC(=O)CS(=O)(=O)c2ccccc2)n1	1	-4	-2	16	-8	-2	-9	1
O=C(c1cc2c(s1)CCC2)N1CCN(c2ccccc2)CC1	26	-10	-6	14	9	-22	-43	-17
O=C(c1ccc(S(=O)(=O)Nc2ccccc2)cc1)N1CCCCCCC1	12	0	-11	3	9	-6	-8	5
COCCN(C(=O)c1csnn1)C(C(=O)NC1CCCCC1)c1ccccc1F (stereo unspecified)	1	-9	4	13	-2	-11	4	-6
COc1ccc(NC(=O)c2cccc3c2C(=O)c2ccc(-c4cnc(OC)nc4)cc2S3(=O)=O)cc1	20	-17	-14	-5	-6	-28	1	-9
N[C@@H](Cc1ccc(O)cc1)C(=O)Nc1ccc2ccccc2c1	21	-13	-44	0	-3	2	-16	-10
c1ccc(-c2csc(Nc3ncccn3)n2)cc1	5	13	-212	5	6	-12	-245	-95
O=C(N[C@@H](Cc1ccccc1)C(=O)O)c1ccc(C(F)(F)F)cc1	-15	5	17	4	-6	2	7	4
CN(C)S(=O)(=O)c1cccc(NC(=O)CCNC(=O)Nc2ccccc2)c1	-2	-4	1	5	7	-2	14	12
CCC1CCC(NC(=O)Nc2cccc(OC)c2)CC1 (stereo unspecified)	9	0	-119	12	2	-12	-183	-91
COc1ccc(C(CNC(=O)C(C)(C)Oc2ccc(Cl)cc2)N2CCCC2)cc1 (stereo unspecified)	29	-22	10	15	7	-32	-12	-3
CCOC(=O)N1CCN(c2nc3ccccn3c(=O)c2C=O)CC1	10	-8	-13	-2	-26	4	11	0

The closing two records of the section above open the next one:
SMILES	Apaf-1 inh	SENP8 block	Jurkat NFkB inh	CCR6 antagonist	EBI2 block	UBC13 inh	697 NFkB inh	Gli-Sufu block
COc1ccc(C(CNC(=O)C(C)(C)Oc2ccc(Cl)cc2)N2CCCC2)cc1 (stereo unspecified)	29	-22	10	15	7	-32	-12	-3
CCOC(=O)N1CCN(c2nc3ccccn3c(=O)c2C=O)CC1	10	-8	-13	-2	-26	4	11	0
CCCC1(CCC)NC(=O)N(CC(=O)c2cc(C)n(-c3ccc4c(c3)OCO4)c2C)C1=O	19	-7	9	-1	13	-12	11	38
Cc1cc(/C=N/n2cnnc2)c(C)n1-c1ccc(OCc2ccccc2F)cc1	26	-8	-2	10	26	2	-64	60*
Cc1cc[n+](CC(=O)c2cccs2)cc1	-22	5	-5	9	-17	6	-15	3
CCOc1ccc(-n2c(-c3ccc(Br)cc3)c[n+]3c2CCCCC3)cc1	3	5	30	14	1	-1	-1	86*
Cc1cccc(/C=N/n2c(C)nnc2C)c1	7	-11	-7	-22	2	-8	-14	-6

Shown as a hit in EBI2 block, of those listed so far:
Molecule | Jurkat NFkB inh | CCR6 antagonist | EBI2 block | UBC13 inh | 697 NFkB inh
COc1ccc(-c2cc(C3CCN(Cc4cccc(C(F)(F)F)c4)CC3)[nH]n2)cc1 | 2 | -22 | 55* | 26 | -28

An excerpt. The share of hits here may be higher or lower than overall.
